Compound activity from PubChem BioAssay.
NPY1 pot ag = NPY-Y1 receptor potentiators or agonists, primary screen, cell-based | AID 1304, 2008 | activation, % at 3.6 µM | 0.37% of 220,000 active | NPY-Y1 expressing cells, potentiator/agonist activation; in the data active = activation above about 33%, passing the limit was not always enough;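 also: cells stimulated with NPY at EC10 then isoproterenol at EC100; 0% = low agonist plus stimulus and 100% = saturating agonist plus stimulus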
S1P4 antagonist = S1P4 receptor antagonists, primary screen, cell-based; inhibition, % at 4.98 µM; AID 1510, 2009; S1P4-expressing cells, antagonist mode, reporter read-out; Sphingosine 1-phosphate receptor 4 (Homo sapiens), O95977; 0.26% of 220,000 active; in the data active = inhibition above about 29%;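 also: 0% = wells stimulated with agonist and 100% = vehicle wells without agonist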
Target sequence (O95977 whole entry, looked up): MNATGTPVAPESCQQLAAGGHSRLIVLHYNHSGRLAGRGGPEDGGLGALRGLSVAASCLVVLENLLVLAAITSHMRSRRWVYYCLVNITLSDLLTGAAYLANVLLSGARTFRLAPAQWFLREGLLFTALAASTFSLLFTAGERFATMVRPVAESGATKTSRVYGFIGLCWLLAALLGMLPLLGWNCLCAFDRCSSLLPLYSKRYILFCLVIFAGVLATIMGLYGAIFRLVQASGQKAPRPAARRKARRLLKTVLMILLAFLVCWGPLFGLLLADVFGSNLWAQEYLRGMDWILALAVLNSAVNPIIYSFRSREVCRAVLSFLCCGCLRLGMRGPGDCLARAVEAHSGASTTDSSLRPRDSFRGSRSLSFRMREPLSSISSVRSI
CHOP inh = inhibitors of CHOP promoter induction, primary screen, cell-based, unfolded protein response, luciferase reporter | CHO-K1 CHOP-promoter luciferase, tunicamycin-induced, 15-18 h | inhibition, % at 10 µM | 3.8% of 220,000 active;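 active = compounds that reduced the stress-induced luciferase reporter signal by more than about 70% of percent inhibition, limit read from the data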;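 also: 0% = tunicamycin plus vehicle and 100% = wells without tunicamycin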
NPY Y1 blocker = NPY-Y1 receptor antagonists, primary screen, cell-based. Neuropeptide Y receptor type 1 (Homo sapiens), P25929. HEK293-CNG Y1 cells, membrane potential fluorescence; NPY at EC95, then isoproterenol. inhibition, % at 3.6 µM. 1% of 200,000 active. AID 1040, 2008;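 active = inhibition above the campaign mean inhibition of all tested compounds plus 3 SD, cut at about 20% in these data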;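 also: 0% = DMSO wells given NPY plus isoproterenol and 100% = isoproterenol alone without NPY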
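Assay system: HEK293 Y1/CNG channel cell line; Doses: single compound dose of 3.6 µM, 0.4% DMSO; Timing: dye 3 h, compound 60 min room temperature, stimulation 45 min; Technique: Membrane-potential fluorescent dye readout; Measure: % inhibition of NPY effect.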
BaF3 parental = parental Ba/F3 cell viability inhibition, counter-screen for JAK2V617F inhibitor project, murine pro-B, CellTiter-Glo luminescence. CellTiter-Glo ATP luminescence. inhibition, % at 5.6 µM. 1.1% of 220,000 active;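 active = inhibition above a per-campaign cutoff, the mean inhibition of all tested compounds plus 3 SD, cut at about 27% in these data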;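 also: 0% = DMSO wells and 100% = JAK Inhibitor I control wells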
Ba/F3 V617F tox = reduced viability of JAK2V617F-dependent Ba/F3 cells, primary screen, JAK2V617F inhibitor project, cell-based, Ba/F3 EpoR-JAK2V617F, luminescence; ATP luminescence; inhibition, % at 5.6 µM; 1.1% of 220,000 active;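 active = inhibition above the campaign mean plus 3 SD over all tested compounds, cut at about 24% in these data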;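 also: cytokine-independent growth of Ba/F3 cells driven by EpoR plus mutant JAK2; 0% = DMSO-treated cells and 100% = JAK inhibitor I control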
p47phox inh = p47phox/p22phox peptide binding inhibitors, primary screen, biochemical, uHTS, NADPH oxidase regulatory subunit | Neutrophil cytosol factor 1 (Homo sapiens), P14598 | inhibition, % at 24.7 µM | 0.53% of 220,000 active | fluorescence polarization, 2 h;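 active = inhibition above about 30%, limit read from the data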;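 also: 0% = p47phox with labelled peptide and 100% = labelled peptide alone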
Target sequence (P14598 whole entry, looked up): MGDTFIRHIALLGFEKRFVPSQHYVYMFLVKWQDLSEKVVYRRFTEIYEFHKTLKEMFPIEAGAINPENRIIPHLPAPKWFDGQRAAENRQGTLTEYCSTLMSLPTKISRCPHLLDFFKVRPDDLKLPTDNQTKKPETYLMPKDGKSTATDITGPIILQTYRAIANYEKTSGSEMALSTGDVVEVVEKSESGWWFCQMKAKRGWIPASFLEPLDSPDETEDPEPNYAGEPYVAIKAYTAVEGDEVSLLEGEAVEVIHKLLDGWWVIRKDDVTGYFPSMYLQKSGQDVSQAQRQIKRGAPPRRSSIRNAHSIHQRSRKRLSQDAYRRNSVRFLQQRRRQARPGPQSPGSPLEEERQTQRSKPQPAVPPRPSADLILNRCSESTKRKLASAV
NPY-Y2 PAM-ag = NPY-Y2 potentiators or agonists, primary screen, cell-based; activation, % at 3.6 µM; 0.45% of 220,000 active; cells expressing NPY-Y2, potentiator/agonist read-out; in the data active = activation above about 27%;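 also: cells stimulated with NPY near EC25 plus isoproterenol at EC100; 0% = vehicle plus submaximal agonist and 100% = vehicle plus saturating agonist; some results beyond the cut were filed as inactive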
S1P4 ag = S1P4 receptor agonists, primary screen, cell-based; Sphingosine 1-phosphate receptor 4 (Homo sapiens), O95977; S1P4-expressing cell line, agonist reporter assay; activation, % at 4.98 µM; 0.35% of 220,000 active; AID 1509, 2009; in the data active = activation above about 11%;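 also: 0% = DMSO vehicle and 100% = reference agonist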
Numbers without * were called inactive; . = not tested or not shown. Rows are unselected; overall some 7.1% were active at least once.

SMILES | NPY1 pot ag | S1P4 antagonist | CHOP inh | NPY Y1 blocker | BaF3 parental | Ba/F3 V617F tox | p47phox inh | NPY-Y2 PAM-ag | S1P4 ag
CO/N=C(\N)c1ccc([N+](=O)[O-])cc1 | -10 | 3 | -59 | 0 | 2 | -2 | 0 | 20 | 0.5
COc1cc(C(=O)NCc2ccc(C)cc2)ccc1OC(F)F | -15 | -2 | 35 | 2 | 5 | 3 | 3 | 3 | -0.5
CCOC(=O)c1c[nH]c2c(Cl)ccc(Cl)c2c1=O | -18 | 1 | -14 | -1 | 2 | 0 | -2 | -13 | 1.1
COc1cc(/C=C2/SC(=S)N(CC(=O)O)C2=O)ccc1OC(=O)c1cccs1 | -34 | 7 | 2 | . | 4 | 0 | -38 | -36 | 0.7
CCCC(=O)NCCc1nc2cc([N+](=O)[O-])ccc2n1C | -9 | -6 | 25 | 0 | 1 | -6 | 13 | 1 | 0.3
Cc1cc2cc(CCNC(=O)CC(C)(C)C)c(=O)[nH]c2cc1C | 15 | 2 | -12 | 2 | 5 | -1 | -8 | -10 | -0.6
Cc1cccc(-n2c(O)c(C=NC3CCS(=O)(=O)C3)c3ccccc3c2=O)c1 (stereo not given) | 8 | -7 | 5 | -3 | 7 | 3 | -5 | -34 | -1.4
Cc1nc2nc[nH]n2c(=O)c1NC(=O)c1c(-c2ccccc2Cl)noc1C | 8 | -3 | 6 | 0 | 8 | 5 | 1 | -2 | 0.6
CC/C(=C\C1CCCCC1)C(NP(=O)(c1ccccc1)c1ccccc1)c1ccccc1 (stereo not given) | -20 | 11 | 86* | 18 | 5 | -1 | -11 | 0 | -0.5
COc1ccccc1C1C(C(N)=O)=C(C)Nc2nc(-c3ccccc3Cl)nn21 (stereo not given) | -1 | -8 | 12 | 5 | 2 | 0 | -20 | -10 | -1.6
C/C(CC(=O)NCc1ccc(Cl)cc1)=N\NC(=O)c1ccccc1F | 0 | -16 | 11 | 2 | 9 | 0 | -9 | -13 | 1.7
Cc1cc(-c2csc(NC(=O)c3ccc(=O)[nH]c3)n2)c(C)n1Cc1ccco1 | -4 | 3 | 1 | . | 3 | -5 | -17 | -19 | -0.2
CCCc1cc(=O)[nH]c(-n2[nH]c3c(c2=O)CCCC3)n1 | -6 | -5 | 30 | 0 | 9 | -3 | -10 | -5 | 0.2
Cc1ccc2sc(-c3ccc(NC(=O)CCN4C(=O)c5ccccc5C4=O)cc3)nc2c1 | -1 | -20 | 35 | 6 | 4 | -2 | -5 | 11 | -1.6
CCOC(=O)c1[nH]c(C)c(C(=O)OCCN2C(=O)c3ccccc3C2=O)c1C | -8 | -10 | 62 | -6 | 2 | 3 | -7 | 0 | 0.9
CC(=O)Nc1ccc(NC(=O)C(C)Oc2ccccc2F)cc1 (stereo not given) | -14 | 1 | -7 | -2 | 2 | -7 | -5 | 12 | 0.3
O=C(NC1CCSC1=O)c1ccccc1 (stereo not given) | 22 | -11 | 15 | 4 | 0 | -3 | -9 | 13 | 1.6
Cc1ccc(-c2nc(CS(=O)(=O)CC(=O)NCCCN3CCN(C)CC3)c(C)o2)cc1 | 10 | -10 | 15 | 2 | -3 | -4 | -8 | -4 | -1.5
C=CS(=O)(=O)c1sc(Cl)c(N2CCOCC2)c1[N+](=O)[O-] | 5 | 14 | 104* | 3 | 6 | 0 | 23 | -11 | 3.5
Cn1c(=O)c2c(ncn2CC(=O)OCC(=O)Nc2ccccc2Cl)n(C)c1=O | -3 | -29 | -1 | -4 | 3 | -4 | -3 | -11 | 0.9
COc1ccc(Oc2nc(SC)nc3ccccc23)cc1 | -23 | -20 | 82* | 14 | 0 | -3 | -5 | -31 | -0.8
CN1C(=S)SC(/[N+]([O-])=C\c2cccs2)C1(C)C (stereo not given) | 3 | -7 | 20 | 11 | 5 | 7 | 0 | 1 | -2.5
COc1ccc(C2CC(c3ccc(Br)cc3)Nc3nc(N)nn32)cc1 (stereo not given) | 17 | -8 | 37 | 0 | 3 | -3 | -5 | 0 | 0.0
COc1ccc(O)c(/C=N/Nc2nc(Nc3ccccc3)nc(-n3nc(C)cc3C)n2)c1 | -5 | 16 | 11 | -2 | 1 | -4 | -25 | -2 | -1.1
CCN(CC)CCNCc1ccc(-c2ccc(Cl)cc2)o1 | -18 | 12 | 82* | 9 | 9 | 1 | -14 | -2 | 1.0
Other records follow.
SMILES | NPY1 pot ag | S1P4 antagonist | CHOP inh | NPY Y1 blocker | BaF3 parental | Ba/F3 V617F tox | p47phox inh | NPY-Y2 PAM-ag | S1P4 ag
O=c1cc(C(Cl)(Cl)Cl)oc2c1ccc1ccccc12 | 6 | -15 | 100* | 1 | 5 | 19 | -15 | -5 | 2.2
CC(C)(C)CC(=O)Nc1nnc(-c2cccs2)s1 | -14 | 0 | -55 | 0 | -2 | -4 | -1 | 13 | 0.0
CN(C)S(=O)(=O)c1ccc(N2CCOCC2)nc1 | -5 | -12 | -9 | -2 | 3 | 0 | -11 | 9 | 0.5
O=c1c2ccccc2nnn1Cc1ccc2ccccc2c1 | -20 | -11 | 7 | 15 | 89* | 2 | 4 | -18 | 2.5
Cc1ccc(Nc2cc(=O)n(C3CCCCC3)c(=O)[nH]2)cc1C | -17 | -11 | 32 | -2 | 3 | 5 | -24 | -21 | 0.6
CN1CCN(C(=O)CCNC(=O)Cn2ccc3ccccc3c2=O)CC1 | 3 | -2 | 12 | 6 | 4 | 0 | -3 | 9 | 5.2
Cc1csc(NC(=O)c2nc3nccc(C)n3n2)n1 | 8 | 1 | -49 | -9 | 0 | 5 | -4 | -8 | 0.2
CCn1c(SCC(N)=O)nnc1C(C)C | 14 | -11 | 17 | 10 | 1 | 2 | 3 | 10 | -0.2
COc1ccccc1NC(=O)CSc1nc2ccccc2n1C(C)=O | 7 | 5 | 12 | 3 | 0 | -3 | -5 | 17 | 0.5
N#Cc1ccccc1NC(=O)CSc1ccc([N+](=O)[O-])cn1 | 9 | -5 | 22 | 0 | 0 | 0 | -24 | 9 | 1.2
CN(CCCNC(=O)c1cn(C)c2ccc(S(=O)(=O)N(C)C)cc2c1=O)c1ccccc1 | 17 | -16 | 52 | 10 | 4 | 0 | 3 | -5 | 0.0
Cc1ccc(NC(=O)COC(=O)C2COc3ccccc3O2)cc1S(=O)(=O)N1CCOCC1 (stereo not given) | 2 | -11 | 15 | -2 | 3 | 3 | 3 | -5 | 0.4
NC(=O)CCCC1=NS(=O)(=O)c2ccccc2N1 | 4 | 5 | -14 | -1 | 0 | 0 | -11 | 7 | 1.3
Cc1cccc(-n2ccnc2SCC(=O)N2CCCc3ccccc32)c1C | -88 | -1 | 27 | 18 | 10 | 3 | -1 | -24 | 1.7
Cc1ccc(NC(=O)[C@@H]2CCCN2S(=O)(=O)c2ccccc2F)cc1 | 22 | 3 | 0 | . | -5 | -6 | -13 | -6 | 1.3
CCOC(=O)Nc1ccc2c(c1)N(C(=O)CCN1CCN(CCO)CC1)c1ccccc1S2 | -4 | 6 | . | 0 | 3 | 0 | . | 6 | 1.5
COc1ccccc1OCC(=O)Nc1cccc(C(=O)N2CCOCC2)c1 | -10 | -18 | -16 | 2 | 1 | -5 | -9 | 11 | -0.9
O=c1[nH]cnc2c1sc(=S)n2-c1ccccc1 | -6 | -12 | 36 | 1 | 3 | -2 | -1 | 4 | 1.2
CCC(C)n1cnc2c(c1=O)c1nc3ccccc3nc1n2-c1ccc2c(c1)OCCO2 (stereo not given) | -4 | -4 | 83* | 5 | 3 | 3 | 2 | -16 | 1.3
Cc1nn(-c2ccccc2)nc1C(=O)c1c(C)[nH]n(-c2ccccc2)c1=O | -22 | -7 | -16 | . | 1 | -7 | -17 | 65* | -0.5
CN1CCN(c2ccc(-c3ccnn3C(=O)Nc3ccccc3)cc2)CC1 | 17 | 7 | -23 | -3 | 2 | 2 | -19 | -12 | -1.0
Cc1ccc(NC(=O)Nc2ccc(F)cc2F)c(OC(F)F)c1 | 13 | -3 | 0 | 2 | 4 | -3 | -8 | 7 | 1.8
O=C(NC(=S)Nc1ccc(N2CCCCC2)c(Cl)c1)c1ccc2c(c1)OCCO2 | -6 | -24 | 4 | 5 | -1 | 2 | -26 | 6 | 1.7
O=C(c1cc(-c2cccs2)on1)N1CCN(C(c2ccccc2)c2ccccc2)CC1 | -5 | -1 | 14 | 3 | 1 | -5 | -77 | 1 | -0.2
O=C1c2ccccc2C(=O)N1CCCOCc1c[nH]c(=O)[nH]c1=O | 11 | 3 | -29 | 5 | 10 | 0 | -11 | 3 | 0.4
Next section:
SMILES | NPY1 pot ag | S1P4 antagonist | CHOP inh | NPY Y1 blocker | BaF3 parental | Ba/F3 V617F tox | p47phox inh | NPY-Y2 PAM-ag | S1P4 ag
CN(C)S(=O)(=O)c1ccc(Cl)c(NC(=O)c2ccncc2)c1 | 0 | -17 | 1 | 7 | 3 | 0 | -21 | 5 | 2.9
O=C(N/N=C/c1cc2ccccc2[nH]1)c1ccccc1Cl | 0 | -7 | 26 | . | -8 | -2 | -15 | 0 | -0.6
COc1ccc(/C=N/Nc2ccc(C(=O)O)cc2)cc1Br | 11 | 3 | 36 | -2 | 3 | 1 | -12 | 1 | -0.2
COc1ccc2c(c1)C(=O)N(c1ccc(C)cc1)C(=O)C2 | -18 | 3 | -7 | -3 | 1 | -1 | -15 | 4 | 0.9
Cc1ccc(Cl)cc1-c1ccc(C=Nc2ccc(N3CCOCC3)cc2)o1 | -19 | -31 | 41 | 6 | 8 | -3 | -17 | -3 | 2.9
Cc1nn(Cc2ccc(Cl)cc2Cl)c(C)c1NC(=O)C1C2CCC(O2)C1C(=O)O (stereo not given) | -6 | -21 | 5 | -10 | 6 | 6 | 6 | 3 | 5.2
Cc1ccc(Cl)cc1N1CCN(S(=O)(=O)N2CCCCC2)CC1 | -7 | -15 | 13 | 13 | 2 | 3 | 2 | -21 | 1.4
COc1ccc(Cl)cc1NC(=S)Nc1cccc(C)c1 | -3 | -6 | -9 | -1 | 3 | -1 | -3 | -5 | 7.6
CCCN1C(=O)C(NC(C)=O)c2ccccc21 (stereo not given) | -3 | -4 | 14 | 4 | 7 | -2 | 0 | 7 | 1.2
O=C(Nc1nccs1)c1ccc(NC(=O)C2CC=CCC2C(=O)O)cc1 (stereo not given) | 7 | -15 | -7 | 0 | 6 | -1 | 6 | -4 | 0.0
NS(=O)(=O)c1ccc(CNC(=O)c2ccc(Cl)c([N+](=O)[O-])c2)cc1 | 10 | 2 | -62 | . | 5 | -3 | 3 | 19 | 0.9
COc1ccc(OCCC(=O)NCc2ccccc2)cc1 | -7 | 4 | 9 | -6 | 3 | -1 | -7 | -7 | 1.4

A portion from further up, as a working copy:
SMILES | NPY1 pot ag | S1P4 antagonist | CHOP inh | NPY Y1 blocker | BaF3 parental | Ba/F3 V617F tox | p47phox inh | NPY-Y2 PAM-ag | S1P4 ag
Cc1ccc(Cl)cc1N1CCN(S(=O)(=O)N2CCCCC2)CC1 | -7 | -15 | 13 | 13 | 2 | 3 | 2 | -21 | 1.4
COc1ccc(Cl)cc1NC(=S)Nc1cccc(C)c1 | -3 | -6 | -9 | -1 | 3 | -1 | -3 | -5 | 7.6
CCCN1C(=O)C(NC(C)=O)c2ccccc21 (stereo not given) | -3 | -4 | 14 | 4 | 7 | -2 | 0 | 7 | 1.2
